Bioassay records from PubChem.
MrgX1 allo act – allosterically activates human MrgX1 receptor signaling; actives 0.63% (n = 310,000); MrgX1-HEK293, Fluo-4 calcium flux, FDSS; active compounds read high; Q96LB2; B-score at 10 µM;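 active = plate-corrected calcium response at least 3 library SD above typical, normal starting fluorescence, not activating the receptor alone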;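 also: compound read alongside a low EC10 to EC30 dose of BAM8-22 agonist; peak minus trough fluorescence over baseline measured at the second addition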
Target sequence (Q96LB2 whole entry, looked up): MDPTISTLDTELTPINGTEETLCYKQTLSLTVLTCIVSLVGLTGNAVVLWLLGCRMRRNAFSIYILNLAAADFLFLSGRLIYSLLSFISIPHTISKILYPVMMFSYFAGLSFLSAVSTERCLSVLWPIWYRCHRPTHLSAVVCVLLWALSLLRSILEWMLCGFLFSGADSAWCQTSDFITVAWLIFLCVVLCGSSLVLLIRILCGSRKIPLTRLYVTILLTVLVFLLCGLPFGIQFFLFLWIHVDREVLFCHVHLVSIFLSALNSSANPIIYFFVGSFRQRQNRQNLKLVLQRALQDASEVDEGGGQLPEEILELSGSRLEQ
TRPC6 inhibitor – inhibitors of mouse TRPC6 channel; Q61143; HEK293-TRPC6, membrane potential dye, ACh-evoked depolarization; active compounds read low; B-score at 10 µM; actives 1.1% (n = 310,000); AID 2553;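 active = B-score under library mean minus 3 SD, initial fluorescence not abnormally high, positive integrated signal ratio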;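 also: B-score derived from integrated fluorescence ratio over the kinetic read; more negative B-score means stronger inhibition of depolarization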
Platelet DG rel – platelet dense granule release activity | human platelet-rich plasma, SFLLRN dense granule ATP release, luminescence | inhibition, %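 (compounds screened at 7.5 µM in platelet-rich plasma)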 | actives 0.22% (n = 300,000);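 active = mean replicate score, as percent of positive control, at or above 50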
RGS4 act – RGS4 potentiation or activation | actives 0.92% (n = 310,000) | B-score at 10 µM | HEK293 M3R/inducible RGS4, carbachol calcium flux Fluo4; active compounds read low | AID 463111;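 active = B-score of the integrated calcium signal more than 4 SD below the library mean, with starting fluorescence not abnormally high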;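 also: negative B-score means reduced calcium response which marks RGS4 activation or potentiation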
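test system = HEK293 cells with stable M3R and inducible RGS4 | schedule = recording 10 s baseline at 1 Hz, 100 s post-agonist | technique = Fluo4-AM (2 µM) calcium-flux fluorescence, kinetic read | measure = Agonist-evoked peak-minus-minimum fluorescence over baseline, integrated ratio, B score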
TRPC6 activator – activators of mouse TRPC6 channel; actives 0.13% (n = 310,000); B-score at 10 µM; Q61143; HEK293-TRPC6 membrane potential dye fluorescence; active compounds read high;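 active = B-score of the integrated fluorescence ratio above library mean plus 3 SD, and starting fluorescence ratio within library mean plus 5 SD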;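 also: higher score means more depolarization so channel activation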
SKKanGAS inh – inhibitors of SKKanGAS S. pyogenes growth in kanamycin (SK-promoter or general growth effect); BacTiter-Glo, 6 h; inhibition, % at 7.5 µM; actives 1.3% (n = 300,000);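 active = mean replicate score, as percent of positive control median, at least 50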;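 also: strain carries kanamycin resistance gene driven by streptokinase promoter and grows in 40 µg/ml kanamycin; loss of luminescence reflects streptokinase promoter inhibition or plain growth inhibition; 0% = median of DMSO wells and 100% = positive control at its reference dose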
MrgX1 antagonist – antagonists of human MrgX1 receptor; Q96LB2; MRGX1-HEK293 calcium flux, Fluo-4, BAM8-22 antagonism; active compounds read low; B-score at 10 µM; actives 1.3% (n = 310,000); AID 588676;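 active = calcium-response B-score plate-corrected more than 3 library SD below zero, starting fluorescence within 5 deviations, no agonist response on first addition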;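 also: peak minus trough fluorescence over baseline after final BAM8-22 challenge near maximal dose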
RGS4 inh – human RGS4 inhibition | B-score at 10 µM | HEK293 M3R/RGS4 inducible, Fluo-4 calcium flux; active compounds read high; triggered by carbachol at its EC20 | actives 0.45% (n = 310,000) | P49798;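 active = B-score, a plate-corrected calcium signal, over three deviations above library mean, with baseline fluorescence within five deviations of library mean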;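 also: RGS4 expression induced by doxycycline in cells with stable M3 receptor; B-score is computed from the integrated fluorescence ratio over baseline after carbachol; higher B-score means a larger calcium signal and so more RGS4 inhibition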
Target sequence (P49798 whole entry, looked up): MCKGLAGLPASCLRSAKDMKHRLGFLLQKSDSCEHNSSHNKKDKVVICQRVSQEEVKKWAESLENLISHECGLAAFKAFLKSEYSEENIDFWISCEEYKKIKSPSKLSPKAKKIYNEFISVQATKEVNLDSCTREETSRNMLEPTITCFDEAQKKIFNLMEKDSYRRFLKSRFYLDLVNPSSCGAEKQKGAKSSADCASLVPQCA
MrgX1 ag – human MrgX1 receptor agonism, primary screen | B-score at 10 µM | Q96LB2 | MrgX1-HEK293 cells, Fluo-4 calcium fluorescence, agonist mode; active compounds read high | actives 0.44% (n = 310,000);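 active = calcium response B-score plate-corrected fluorescence ratio at least 3 library SD, with starting fluorescence B-score inside 5 SD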
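Material: MrgX1-expressing HEK293 cells; input: 15,000 cells per well; doses: test compound given as first of three sequential additions; schedule: overnight plating before 1 h dye loading; technique: Fluo-4 NW calcium-flux fluorescence, kinetic read; evaluation: baseline-normalised fluorescence change ratio, B-scored; control set: plate-wise positive and negative controls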
HIF act – HIF pathway transcriptional activation | U2OS HRE-luciferase reporter, luminescence; normalized: DMSO 0%, desferrioxamine 100% | activation, % at 7.5 µM (by protocol) | actives 0.32% (n = 300,000) | AID 1910;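 active = mean activation of at least 10% of the iron chelator positive control signal, with at least half of replicates also reaching 10%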
TRPC4 inh – TRPC4 (mouse) channel inhibition | actives 0.39% (n = 300,000) | Q9QUQ5 | HEK293 TRPC4beta/mu-opioid, DAMGO-evoked Fluo4 calcium flux; active compounds read low | B-score at 10 µM | AID 2247;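 active = B-score over 3 SD under the library average, no early fluorescence shift, positive overall ratio signal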
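Test system – stable TRPC4beta/mu-opioid receptor HEK293 cells · Probe or stimulus – DAMGO, a submaximal dose followed by a maximal one · Dosing – one concentration per compound · Signal – Fluo4 calcium fluorescence by kinetic imaging, 5 s 1 Hz baseline · Evaluation – per-well B score of integrated baseline-normalized Fluo4 ratio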
An asterisk follows results filed as active; i = inactive; . = no result given.

SMILES	MrgX1 allo act	TRPC6 inhibitor	Platelet DG rel	RGS4 act	TRPC6 activator	SKKanGAS inh	MrgX1 antagonist	RGS4 inh	MrgX1 ag	HIF act	TRPC4 inh
c1ccc(CN2CCCC3(CCCN(Cc4nc(COc5ccccc5)no4)C3)C2)cc1 (stereo not drawn)	i	i	2	i	i	-1	i	i	i	0.3	i
O=C(c1cccc(NC2=NC3CS(=O)(=O)CC3S2)c1)N1CCN(c2ncccn2)CC1 (stereo not drawn)	i	i	-3	i	i	1	i	i	i	-0.2	i
O=C(NCc1ccco1)c1ccc(N2CCCCC2)c([N+](=O)[O-])c1	i	i	-3	i	i	0	i	i	i	0.5	i
CCCCc1cc(=O)oc2cc(OC3CCCCC3=O)ccc12 (stereo not drawn)	i	i	1	i	i	-6	i	i	i	-1.1	i
Cc1occc1C(=O)NCCc1ccc(Cl)cc1	i	i	1	i	i	7	i	i	i	0.6	i
COC(=O)C1=C(C)N(c2ccc(C)cc2)/C(=C/c2ccc(O)cc2)C1=O	i	i	0	i	i	7	i	i	i	-0.4	i
Cc1cccc(NC(=O)CN(C)S(=O)(=O)c2cccc3cccnc23)c1C	i	i	0	i	i	-2	i	i	i	-0.1	i
CCC(=O)N(Cc1cc2cc(OC)ccc2[nH]c1=O)c1cc(C)ccc1C	i	i	-2	i	i	-1	i	i	i	0.0	i
CC(C)(C)c1ccc(-c2nc3n(c(=O)c2C#N)CCS3)cc1	i	i	3	i	i	19	i	i	i	0.4	i
O=C1c2ccccc2C(=O)N1CCOc1ccc(F)cc1	i	i	.	i	i	0	i	i	i	3.2	i
COc1c(C(=O)NNC(=O)c2ccccc2)csc1Br	i	i	-5	i	i	0	i	i	i	2.3	i
COC(=O)c1c(NC(=O)CN2CCCc3ccccc32)sc(C)c1C	i	i	-7	i	i	29	i	i	i	-0.3	i
O=C(O)c1cc(S(=O)(=O)N(Cc2ccccc2)c2ccccc2)ccc1Cl	i	i	-2	i	i	-2	i	i	i	0.4	i
COc1ccc(N2CCN(C(=O)c3ccc4c(Cl)c5c(nc4c3)CCCC5)CC2)cc1	i	i	2	i	i	20	i	i	i	0.0	i
CSC[C@H](NC(=O)COc1cc2c(c3oc(=O)c(C)c(C)c13)CCC(C)(C)O2)C(=O)O	i	i	1	i	i	-1	i	i	i	0.4	i
CCCOc1ccc(/C=C/C(=O)Nc2ccc([N+](=O)[O-])cc2C)cc1OC	i	i	2	i	i	2	i	i	i	-0.3	i
Cc1cc(C)n2nc3nc4c(cc3c2n1)CCCC4	i	i	-8	i	i	-7	i	i	i	0.8	i
CCc1ccc(C(=O)c2cncc(Br)c2)cc1	i	i	-4	i	i	7	i	i	i	5.8	i
OC(c1cccc(OCc2ccccc2)c1)c1nnc(-c2ccccc2)o1 (stereo not drawn)	i	i	-9	i	i	17	i	i	i	1.7	i
O=c1c2c([nH]n1-c1ccccc1)CCSC2	i	i	-2	i	i	3	i	i	i	-1.2	i
Cc1cc(Nc2ccc(C(=O)O)cc2)nc(N)n1	i	i	4	i	i	7	i	i	i	-0.2	i
C#CCOCCOCCOCCNc1nc(N2CCN(C(=O)[C@H](CCC(=O)O)n3cc(C(N)CC(C)C)nn3)CC2)nc(N2CCN(C(=O)[C@H](Cc3cc4ccccc4[nH]3)n3cc(C(N)CC(C)C)nn3)CC2)n1 (stereo partly drawn)	i	i	-1	i	i	-4	i	i	i	1.5	i
CC(C)(C)c1cn(-c2ccccc2)c(=S)[nH]1	i	i	26	i	i	1	i	i	i	0.5	i
O=C(COC(=O)c1ccc(Cl)nc1)Nc1nnc(-c2ccccc2)o1	i	i	-6	i	i	-1	i	i	i	-13	i
Cc1c(N2C(=O)C(C)SC23C(=O)Nc2ccccc23)c(=O)n(-c2ccccc2)n1C (stereo not drawn)	i	i	10	i	i	-2	i	i	i	-0.1	i
Other entries follow:
SMILES	MrgX1 allo act	TRPC6 inhibitor	Platelet DG rel	RGS4 act	TRPC6 activator	SKKanGAS inh	MrgX1 antagonist	RGS4 inh	MrgX1 ag	HIF act	TRPC4 inh
CCN(C1CCCCC1)S(=O)(=O)c1cn(C)c(=O)n(C)c1=O	i	i	1	i	i	-1	i	i	i	0.0	i
COc1cc(NC(=O)CSCC(=O)Nc2cc(OC)cc(OC)c2)cc(OC)c1	i	i	0	i	i	0	i	i	i	.	i
Cc1ccc(CNCc2ccc3c(c2)OCO3)cc1	i	i	-5	i	i	5	i	i	i	-0.5	i
COc1ccc(NC(=O)c2ccc(S(=O)(=O)N(C)c3ccccc3)cc2)cn1	i	i	-9	i	i	2	i	i	i	-0.1	i
CC(=O)N1N=C(c2ccccc2O)OC1(C)CC(=O)Nc1ccccc1 (stereo not drawn)	i	i	-32	i	i	-6	i	i	i	-0.1	i
COC(=O)c1ccc(Oc2cc(C)nc(Cl)n2)cc1	i	i	13	i	i	9	i	i	i	0.0	i
CCCC(=O)OCC(=O)Nc1ccc(OC(F)F)cc1	i	i	5	i	i	0	i	i	i	0.0	i
CC(=O)Oc1c(C)c(=O)n(C)c2ccccc12	i	i	-5	i	i	-12	i	i	i	-0.4	i
O=C(CNC(=O)c1ccccc1)OCc1nnc(-c2ccccc2)o1	i	i	-3	i	i	-1	i	i	i	0.0	i
Cc1cccc(N2C(=O)CCC2=O)c1	i	i	4	i	i	-3	i	i	i	0.4	i
Cc1nc2cc(NC(=O)COc3ccccc3C#N)ccc2n1-c1ccccc1	i	i	-7	i	i	5	i	i	i	0.0	i
CCN(C(=O)Cn1nnc(-c2ccccc2)n1)C1CCS(=O)(=O)C1 (stereo not drawn)	i	i	4	i	i	-3	i	i	i	-1.0	i
Cc1ccc(C)c(-c2nnc(NC(=O)CCS(=O)(=O)c3ccc(F)cc3)o2)c1	i	i	-13	i	i	-5	-4.7*	i	i	-13	i
CCNC(=S)Nn1cnc2ccccc21	i	i	5	i	i	-2	i	i	i	0.1	i
O=C(NCCn1c(C(F)(F)F)nc2cc(C(F)(F)F)ccc21)[C@H]1CCCN1c1nc(CN2CCCCC2)cs1	i	i	-4	i	i	1	i	i	i	-0.2	i
COc1ccc(-n2nc(C(=O)NCC(=O)N(C)Cc3ccccc3)c3ccccc3c2=O)cc1OC	i	i	1	i	i	15	i	i	i	-0.2	i
CC(C)CC(C(=O)OCC(=O)c1c(N)n(C)c(=O)n(C)c1=O)N1C(=O)C2CC=CCC2C1=O (stereo not drawn)	i	i	-1	i	i	3	i	i	i	-0.7	i
COc1ccc(CCN2CC(C(=O)NCc3cc(C)on3)CCC2=O)cc1 (stereo not drawn)	.	i	-2	i	i	-3	.	i	.	-0.2	i
O=C(O)/C=C/C(=O)Nc1ccc2nccnc2c1	i	i	0	i	i	.	i	i	i	2.8	i
CC1CC(C)CN(S(=O)(=O)c2ccc(C(=O)N(c3ccccn3)C3CCCCC3)cc2)C1 (stereo not drawn)	i	i	-2	i	i	3	i	i	i	-0.7	-6*
CCOc1cc(C2Nc3ccccc3NC3=C2C(=O)CC(C)(C)C3)ccc1OC(C)=O (stereo not drawn)	i	i	0	i	i	4	i	i	i	0.9	i
CC(C)C(=O)NCCc1nc2ccccc2n1CCc1ccccc1	i	i	-1	i	i	5	i	i	i	0.2	i
COc1ccc(-c2[nH]nc3c2C2(C(=O)N(CC(=O)O)c4ccccc42)C(C#N)=C(N)O3)cc1OC (stereo not drawn)	i	i	-7	i	i	-3	i	i	i	-0.1	i
S=C(Nc1ccc(Cl)cc1)N1CCCCC1	i	i	-1	i	i	7	i	i	i	1.2	i
COc1cccc(C2C=C(Nc3ccccc3)C(=O)N2c2ccccc2)c1 (stereo not drawn)	i	i	4	i	i	0	i	i	i	0.8	i
The list continues.
SMILES	MrgX1 allo act	TRPC6 inhibitor	Platelet DG rel	RGS4 act	TRPC6 activator	SKKanGAS inh	MrgX1 antagonist	RGS4 inh	MrgX1 ag	HIF act	TRPC4 inh
CNS(=O)(=O)c1ccc2c3c(cccc13)C(=O)N2C	i	i	-3	i	i	0	i	i	i	-1.4	i
CC(C)Cn1cc(C(=O)N2CCOCC2)c2c3ccccc3n(C)c2c1=O	i	i	3	i	i	2	i	i	i	-0.4	i
Cc1cccc(N(C(=O)c2csnn2)C(C(=O)NC(C)(C)C)c2cccs2)c1 (stereo not drawn)	i	i	-5	i	i	-2	i	i	i	-0.1	i
O=C(CC1CCCCC1)NCc1ccccn1	i	i	7	i	i	0	i	i	i	-0.6	i
CC(=O)NC1=NN(C(C)=O)C(c2ccc(C)cc2)S1 (stereo not drawn)	i	i	-1	i	i	-2	i	i	i	0.7	i
Cc1ccc(SC[C@H](C)CN2CC[C@H](C)CCC2=O)cc1	i	i	1	i	i	6	i	i	i	-1.4	i
O=C(NCc1ccc2c(c1)OCO2)c1ccc2c(c1)S(=O)(=O)c1ccccc1C2=O	i	i	-1	i	i	9	i	i	i	-0.2	i
COc1cccc(-c2nnc(SCc3nc4ccccc4s3)n2C)c1	i	i	7	i	i	7	i	i	i	2.2	i
CCc1cccc2c(C(=O)COC(=O)/C=C/c3ccccc3OC)c[nH]c12	i	i	-3	i	i	-4	i	i	i	0.6	i
CCn1cc(/C=C(\NC(=O)c2ccccc2)C(=O)N2CCOCC2)c2ccccc21	.	i	9	i	i	5	.	i	.	-9.6	i
COC(=O)c1cc(S(=O)(=O)NC2CCCCC2)cn1C	i	i	2	i	i	-1	i	i	i	0.1	i
CCOC(=O)c1c(C)n(C)c2cc(Br)c(C)cc12	i	i	5	i	i	-2	i	i	i	.	i
CCOc1ccc(C(=O)NCC(c2cccs2)N(C)C)cc1OCC (stereo not drawn)	i	i	4	i	i	7	i	i	i	1.5	i
Cc1nn(CC(=O)NCCCN2CCOCC2)c(C)c1[N+](=O)[O-]	i	i	3	i	i	-3	i	i	i	0.0	i

By substructure, those above with a furan ring, fused or not
SMILES	MrgX1 allo act	TRPC6 inhibitor	Platelet DG rel	RGS4 act	TRPC6 activator	SKKanGAS inh	MrgX1 antagonist	RGS4 inh	MrgX1 ag	HIF act	TRPC4 inh
O=C(NCc1ccco1)c1ccc(N2CCCCC2)c([N+](=O)[O-])c1	i	i	-3	i	i	0	i	i	i	0.5	i
Cc1occc1C(=O)NCCc1ccc(Cl)cc1	i	i	1	i	i	7	i	i	i	0.6	i
